High-throughput results (PubChem)
CHT inh – inhibits the human high affinity choline transporter. CHT-expressing cells, membrane potential dye, choline response; active compounds read low. B-score at 10 µM. hit rate 0.86% among 310,000. AID 488975;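 active = B-score over 3 SD under the library average, and starting fluorescence ratio not unusually high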;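 also: choline stimulus applied at its EC90 after an EC20 pre-addition; B-score computed on integrated fluorescence ratio after choline addition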
Target sequence (Q9GZV3 whole entry, looked up): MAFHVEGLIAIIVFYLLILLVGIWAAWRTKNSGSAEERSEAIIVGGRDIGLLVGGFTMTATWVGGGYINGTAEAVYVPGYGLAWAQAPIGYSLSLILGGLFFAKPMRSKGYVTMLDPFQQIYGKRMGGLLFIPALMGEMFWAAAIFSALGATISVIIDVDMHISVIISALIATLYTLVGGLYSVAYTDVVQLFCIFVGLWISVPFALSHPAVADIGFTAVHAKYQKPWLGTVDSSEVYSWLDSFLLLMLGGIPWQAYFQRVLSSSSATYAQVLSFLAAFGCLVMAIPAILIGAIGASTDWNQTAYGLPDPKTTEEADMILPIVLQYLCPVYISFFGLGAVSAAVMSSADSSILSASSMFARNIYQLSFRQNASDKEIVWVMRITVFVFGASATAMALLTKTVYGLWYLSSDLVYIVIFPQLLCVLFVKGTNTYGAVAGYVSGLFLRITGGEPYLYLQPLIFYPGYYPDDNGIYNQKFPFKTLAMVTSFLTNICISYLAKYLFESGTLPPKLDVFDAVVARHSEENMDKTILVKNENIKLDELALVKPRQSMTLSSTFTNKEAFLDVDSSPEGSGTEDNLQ
Kir21 block – blocks the mouse Kir2.1 inward-rectifier potassium channel | HEK293-Kir2.1, FluxOR thallium flux fluorescence; active compounds read low | hit rate 0.85% among 310,000 | P35561 | B-score at 10 µM;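 active = fluorescence ratio B-score at or below minus 3 SD of library scores, with starting-brightness B-score within 2 SD, cut at about -4.2 in these data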;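 also: channel flux triggered by added potassium and thallium sulfate stimulus; B-score of peak minus minimum fluorescence over baseline after thallium stimulus; more negative B-score means stronger Kir2.1 block with less thallium influx; some compounds called inactive have numbers as strong as hits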
Target sequence (P35561 whole entry, looked up): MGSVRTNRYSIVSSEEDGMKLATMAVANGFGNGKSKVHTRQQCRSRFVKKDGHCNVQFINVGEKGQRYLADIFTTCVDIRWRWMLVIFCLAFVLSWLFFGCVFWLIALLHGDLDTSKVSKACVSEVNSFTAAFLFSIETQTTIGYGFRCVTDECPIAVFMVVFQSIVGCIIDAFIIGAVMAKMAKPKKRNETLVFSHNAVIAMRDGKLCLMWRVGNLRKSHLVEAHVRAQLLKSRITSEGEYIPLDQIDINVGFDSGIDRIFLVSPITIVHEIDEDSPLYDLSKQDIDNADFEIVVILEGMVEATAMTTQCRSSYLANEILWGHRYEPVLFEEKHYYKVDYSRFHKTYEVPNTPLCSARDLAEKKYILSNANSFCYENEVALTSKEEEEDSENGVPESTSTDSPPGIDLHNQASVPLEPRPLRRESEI
* hit, by the source's call; i = inactive; x = no result given.

SMILES	CHT inh	Kir21 block
CC(OC(=O)c1cccc(S(=O)(=O)N(C)C)c1)C(=O)NCc1ccc2c(c1)OCO2 (stereo not given)	i	-0.6
Cc1ccc(S(=O)(=O)N2CCN(C(=O)CN3CCOCC3)C2C(C)C)cc1 (stereo not given)	i	0.16
COc1cc(OC)cc(-c2cc3nc(C)c(CCC(=O)NC(C)CCc4ccco4)c(C)n3n2)c1 (stereo not given)	i	0.61
C/C(CC(=O)Nc1ccccc1Br)=N\NC(=O)C(=O)N1CCCC1	i	0.34
COc1ccnc(Oc2ccccc2)c1C(=O)N/C=N/OCc1ccc(F)cc1Cl	i	-0.66
Cc1onc(-c2ccccc2Cl)c1C(=O)NC(=S)Nc1ccc(C(C)C)cc1	i	0.28
CN(C(=O)COC(=O)CCC(=O)c1ccccc1)c1c(N)n(Cc2ccccc2)c(=O)[nH]c1=O	i	-1.03
Cc1ccc(-c2nnc(N3CCOCC3)c3ccccc23)cc1S(=O)(=O)NCc1cccnc1	i	-1.9
CCOc1ccc(S(=O)(=O)N2CCC(C(=O)NCc3ccncc3)CC2)cc1C	i	0.47
CN(C(=O)c1cc2c(s1)-c1ccccc1S(=O)(=O)C2)c1ccccc1F	i	0.53
CCCCN(C)C(=O)CS(=O)(=O)Cc1nc(-c2cccc(OC)c2)oc1C	i	-1.4
Cc1cc(C)n2ncc(S(=O)(=O)c3ccccc3)c2n1	i	0.02
COc1ccc(-c2cc(C(=O)Nc3sc4c(c3C#N)CCCC4)c3ccccc3n2)cc1	i	x
CCN(CC)S(=O)(=O)c1ccc(NC(=O)Cn2c(=O)oc3ccccc32)cc1	i	0.95
CCN(CC)c1ccc(/C=N/Nc2nc(C)cc(=O)[nH]2)c(O)c1	i	-0.16
O=C(Oc1cccc(C(=S)N2CCOCC2)c1)c1ccc([N+](=O)[O-])cc1[N+](=O)[O-]	i	-0.41
O=[N+]([O-])c1cc(-c2n[nH]c(-c3ccccc3)n2)cc([N+](=O)[O-])c1	i	-0.87
CCOC(=O)C1CCCN(C(=O)Cn2cnc3c2c(=O)n(C)c(=O)n3C)C1 (stereo not given)	i	0.08
CCCCNc1ccccc1C(=O)OCC(=O)Nc1ccc(S(N)(=O)=O)cc1	i	1.02
COc1ccc(C(=O)NNC(=O)C(=O)NCc2ccccc2)cc1	i	-0.54
Cc1cc(N2CCOCC2)nc(-c2ccc(Br)cc2)n1	i	-0.18
Cc1cc(N/N=C/c2ccc(O)cc2O)nc(-n2nc(C)cc2C)n1	i	0.54
COc1ccc(C(=O)N2CCN(c3ccccc3)CC2)cc1S(=O)(=O)N1CCCC1	i	-0.77
Cc1nnc(NC(=O)CCC(=O)NCc2cccs2)s1	i	1.9
O=C(CN1C(=O)CSCC1=O)Nc1ccc2c(c1)OCO2	i	-0.46
CC(C)NC(=S)NN=C1c2ccccc2-c2ccccc21	i	1.63
CCC(C)N(C(=O)Cn1nnc(-c2ccc(F)cc2)n1)C1CCS(=O)(=O)C1 (stereo not given)	i	0.85
CN(C)S(=O)(=O)c1cccc(C(=O)N=C2N=C3C=CC(Cl)=CN3Cc3ccccc32)c1	i	0.54
COc1ccc(N2CCN(c3nc(NCCO)nc(N4CCOCC4)n3)CC2)cc1	-6.07*	-0.34
Nc1ccc(-c2ccc(N)c(C(=O)O)c2)cc1C(=O)O	i	0.03

Records above marked active in CHT inh:
SMILES	CHT inh	Kir21 block
COc1ccc(N2CCN(c3nc(NCCO)nc(N4CCOCC4)n3)CC2)cc1	-6.07*	-0.34

Following part:
SMILES	CHT inh	Kir21 block
CC(C)CNC(=O)NC(=O)COc1c(F)c(F)cc(F)c1F	i	1.28
Cc1ccc2cc3c(N)c4c(C)ccc(C)c4nc3nc2c1	x	0.51
O=C(NCCCN1CCOCC1)c1ccc2ccccc2c1	i	-1.11
CCN(CC)c1ccc(NC(=O)Cn2c(C(C)NC(=O)c3ccc(C)cc3)nc3ccccc32)cc1 (stereo not given)	x	2.6
Cc1ccc(C)c(OCCCC(C)(C)C(=O)O)c1	i	0.24
CSCc1ccc(C(=O)N2CCC(N3CCC(C(=O)NC(C)C)CC3)CC2)o1	i	0.44
Cc1ccc(-n2c(SCc3cc(=O)n4ccsc4n3)nnc2-c2cccnc2)c(C)c1	i	1.62
COC(=O)C1=C(C)N(CCc2c[nH]c3ccccc23)C(=O)C1	i	-0.01
Cc1ccc(NC(=O)COc2ccccc2C(=O)NCCc2ccccc2)cc1	i	0.01
C=CCn1c(SCc2c(C)noc2C)nc2sc3c(c2c1=O)CCC(C)C3 (stereo not given)	i	-0.25
O=C(/C=C/c1ccccc1[N+](=O)[O-])NCc1ccc(Cl)cc1	i	-1.13
Cc1ccc(-n2c(-c3ccc(Cl)cc3)n[nH]c2=S)c(C)c1	i	1.57
CCOC(=O)C(CCSC)NC(=O)CN (stereo not given)	i	-1.94
N#Cc1c(NC(=O)CN2CCN(C(=O)c3ccco3)CC2)sc2c1CCCCC2	i	-0.37
CCc1ccccc1NC(=O)c1cccs1	i	0.17

Individual results from the entries so far.
Entry for COC(=O)C1=C(C)N(CCc2c[nH]c3ccccc23)C(=O)C1 in Kir21 block: -0.01
Entry for Cc1ccc(-n2c(SCc3cc(=O)n4ccsc4n3)nnc2-c2cccnc2)c(C)c1 in Kir21 block: 1.62

Pulled by compound from the entries so far:
SMILES	CHT inh	Kir21 block
Cc1ccc(NC(=O)COc2ccccc2C(=O)NCCc2ccccc2)cc1	i	0.01
CSCc1ccc(C(=O)N2CCC(N3CCC(C(=O)NC(C)C)CC3)CC2)o1	i	0.44
Cc1ccc2cc3c(N)c4c(C)ccc(C)c4nc3nc2c1	x	0.51

Carrying on.
SMILES	CHT inh	Kir21 block
CCCC(C(=O)NCC1CCCO1)N(Cc1ccccc1)C(=O)CNS(=O)(=O)c1ccccc1 (stereo not given)	i	-0.08
O=C(Oc1cccc(C(=S)N2CCOCC2)c1)c1cc([N+](=O)[O-])cc([N+](=O)[O-])c1	i	-0.49
COc1cccc(-c2cc(C(=O)NC3CCCC3)no2)c1	i	0.11
CC1=C(C(N)=O)C(c2ccccc2F)n2nc(CCCO)nc2N1 (stereo not given)	i	0.01
COc1ccccc1CNC(=O)c1cc2c(=O)[nH]c3ccccc3c2n1C	i	0.06
COc1ccccc1NC(=O)C1CCN(C(=O)C2CC(=O)N(c3ccc(C)cc3)C2)CC1 (stereo not given)	i	1.15
Cc1ncc([N+](=O)[O-])n1CCN1C(=O)c2ccccc2C1=O	i	-0.15
CCOC(=O)N(NC(=O)C(O)(C(C)C)C(C)C)c1ccccc1	i	-1.24
CCn1nc(C)cc1C(=O)Sc1ccc(C)cc1	i	1.29
COc1ccc(S(=O)(=O)N2CCOC2CNC(=O)C(=O)NCCCn2ccnc2)cc1OC (stereo not given)	i	-0.01
CCn1c(SCC(=O)NC2CCCCC2)nnc1C(C)NC(=O)c1ccccc1F (stereo not given)	i	0.59
O=S(=O)(Cc1ccc(Cl)cc1)c1ncc(CO)n1Cc1ccccc1	i	-2.13
C/C(=N\Nc1ccccc1)c1cc2ccccc2oc1=O	i	1.36
Cc1nc2ccc(NC(=O)NC(=O)c3c(Cl)cccc3Cl)cc2o1	i	0.78
Cc1ccc(-c2nn(-c3ccccc3)cc2C2CC(c3cccs3)=NN2C(=O)CCCC(=O)O)cc1 (stereo not given)	i	-1.15
CCCCN(CC)C(=O)Cn1nc(Cc2ccncc2)c2ccccc2c1=O	i	-1.46
O=C(Nc1ccc(OC(F)(F)F)cc1)N1CCN(c2ccnc3cc(Cl)ccc23)CC1	i	0.23
CCn1c(=O)n(CC)c2cc(S(=O)(=O)N3CCc4ccccc43)ccc21	-5.88*	-4.27*
CCN(CC)S(=O)(=O)c1ccc(OC)c(NC(=O)C2CC(=O)N(c3ccc4c(c3)OCCO4)C2)c1 (stereo not given)	i	0.15
COc1ccc(CN2C(=O)c3cccnc3C2O)cc1 (stereo not given)	i	-1.49
Cc1cc(C)nc(SCC(=O)N/N=C/c2ccc3c(c2)OCO3)n1	i	-0.48
COc1ccc(CCC(=O)N2CCN(C(=O)c3ccccc3)CC2)cc1	i	0.89
O=C(CSc1nc(NS(=O)(=O)c2ccccc2)cc(=O)[nH]1)Nc1cccc(C(F)(F)F)c1	x	-0.41
CC(C)(C)C(=O)Cn1ncc(Cl)c(Cl)c1=O	x	0.05
CCN(CC)S(=O)(=O)c1cccc(C(=O)NCC2CCCO2)c1 (stereo not given)	i	1.2
COc1ccc(-n2c(C)c(C(C)=O)c3cc(OC(C)=O)ccc32)cc1	i	-0.93
Cn1nnnc1SCC(=O)Nc1ccc(Oc2ccc(Cl)cc2)cc1	i	1.84
COc1cc([N+](=O)[O-])ccc1NC(=O)/C=C\C(=O)O	i	0.77
CCCCNC(=S)Nc1ccc(F)cc1	i	-0.1
Cc1nn(Cc2ccccc2)c(C)c1NC(=O)c1cc(-c2ccco2)on1	i	0.86
CN(CC(=O)Nc1ccccc1F)S(=O)(=O)c1ccc2c(c1)n(C)c(=O)c(=O)n2C	i	-1.22
CCS(=O)(=O)Nc1ccc(C2=NN(S(C)(=O)=O)C(c3cccs3)C2)cc1 (stereo not given)	i	-0.16
CCN1CCN(c2ccc(S(=O)(=O)N3CCOCC3)cc2NC(=O)c2ccccc2SC)CC1	i	-0.16
CN(C)c1ccc(C(=O)NCc2ccc3c(c2)OCO3)cc1	i	0.72
C=CCN(c1ccc(C(=O)NC(C)C)cc1)S(C)(=O)=O	i	-0.6
CC(=O)N1CCN(S(=O)(=O)c2ccc(C)cc2)C1C(C)C (stereo not given)	i	0.01
Cc1[nH]c2ccccc2c1[C@H]1[C@@H](CC#N)C1(C)C	i	-1.8
O=C(CN1C(=O)c2ccccc2C1=O)N1CCN(c2nnc(-c3ccccc3)c3ccccc23)CC1	i	1.07
CCCCc1nc(NCCO)c(C#N)c2c1CCCC2	-5.91*	-0.36
CC(C)(CN1CCc2ccccc2C1)NS(=O)(=O)c1ccccc1	i	-0.62
COc1ccc(NC2CCCN(C(=O)c3cccc(N(C)C)c3)C2)cc1 (stereo not given)	x	0.52
Cc1cc(C(=O)N/N=C/c2c(CO)cnc(C)c2O)c2ccccc2n1	i	-0.04
O=C(NC(=S)Nc1cccnc1)c1cccc(Br)c1	i	2.46
Cc1ccc(C(C)(C)C)cc1S(=O)(=O)N1CC(=O)Nc2ccccc21	i	0.5
Cc1cc(C)nc(N2CCCC(C(=O)Nc3nnc(C(C)C)s3)C2)n1 (stereo not given)	x	0.31
CC1CC(C)(C)NC(=S)N1CC(=O)NCc1ccccc1Cl (stereo not given)	i	-0.03
Cc1ccc(C)c(N2N=C(C(=O)Nc3nccs3)CCC2=O)c1	i	-0.59
Fc1ccc(N2CCN(c3ccc4c(C(F)(F)F)cc(C(F)(F)F)nc4n3)CC2)cc1	i	-0.2
O=C(NC(=S)Nc1ccc2c(c1)OCO2)c1ccc(Cl)cc1	i	0.14
O=C(NCc1nc(-c2ccccc2)no1)c1cccs1	i	-1.03
C/C(=N\NC(=O)c1ccc(N2CCCC2=O)cc1)c1ccncc1	i	-0.92
O=C(NNC(=O)c1cccnc1)Nc1cccc2ccccc12	i	1.42
CC1=CC(c2ccccc2)NC(=S)N1 (stereo not given)	i	0.72
C/C(=N\N1CCN(C2c3ccccc3-c3ccccc32)CC1)c1cccnc1	i	0.28
C/C(=N\NC(=O)CCC(=O)O)c1c(-c2ccccc2)c2cc(Br)ccc2[nH]c1=O	i	-0.28
CCOC(=O)[C@@H]1[C@H]2COc3ccc(Br)cc3[C@@H]2N2C(=O)N(c3cccc(F)c3)C(=O)[C@@]12C	i	-0.16
COc1ccc(/C=C/C(=O)Nc2cc(F)ccc2C)cc1S(=O)(=O)N1CCOCC1	i	0.33
O=C(O)CCCNS(=O)(=O)c1ccc(Br)s1	i	2.19
Cc1ccc2nc(-c3cccc(S(=O)(=O)N(C)C)c3)cn2c1	i	0
CC1(OC(=O)CCc2ccccc2)C(=O)C=C2C=C(c3ccsc3)OC=C2C1=O (stereo not given)	i	1.45

Other entries.
SMILES	CHT inh	Kir21 block
CCn1nc(NS(=O)(=O)c2ccccc2[N+](=O)[O-])c2cc3cccc(C)c3nc21	i	2.15
CCCCn1c(SCC(=O)c2ccc(O)cc2O)nc2cc(S(N)(=O)=O)ccc21	i	2.22
Cc1nn(S(=O)(=O)c2ccc(F)cc2)c(C)c1S(=O)(=O)N1CCCCC1	i	0.13
COc1ccc(C(=O)NCCc2nnc3ccc(SCC(=O)Nc4ccccc4F)nn23)cc1	i	-0.52
CCC(C)NC(=O)COC(=O)Cc1sc(N)nc1-c1ccc(C)cc1 (stereo not given)	i	-0.64
O=C(Nc1ccc(S(=O)(=O)NCc2ccco2)cc1)C1CCCCC1	i	-0.09
CCOc1ccc(CNS(=O)(=O)c2cc(-c3cc(C)no3)ccc2OC)cc1OC	i	-0.93
CC(=O)Nc1ccc(S(=O)(=O)N2CCN(S(=O)(=O)c3ccc(NC(C)=O)cc3)CC2)cc1	i	0.05
COc1cc(SC)ccc1C(=O)Nc1nc(C)cs1	i	1.11
CC(C)CCNC(=O)CNC(=S)N(CCCN1CCOCC1)Cc1cccs1	i	-2.52
CC(NS(=O)(=O)c1ccc2c(c1)CC(=O)N2C)c1ccccc1 (stereo not given)	i	0.02
CC(=O)c1nn(-c2ccc(Cl)cc2)cc1C(=O)c1ccccc1	i	-0.62
CC(C)c1nc(CNC(=O)CCc2nnc(-c3ccsc3)o2)cs1	i	0.05

Entries of single compounds, quoted from the list. Order of screens: CHT inh, Kir21 block
CC(=O)Nc1ccc(S(=O)(=O)N2CCN(S(=O)(=O)c3ccc(NC(C)=O)cc3)CC2)cc1 reads i, 0.05
CC(C)CCNC(=O)CNC(=S)N(CCCN1CCOCC1)Cc1cccs1 reads i, -2.52
